STEP inh – inhibitors of human striatal-enriched phosphatase STEP | 0.25% of 360,000 active | P54829 | recombinant STEP, OMFP fluorogenic substrate, fluorescence | inhibition, % at 20 µM;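 active = inhibition at 20 µM, scaled per plate between control wells, above about 37%, limit read from the data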;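 note: 0% = DMSO with enzyme and substrate and 100% = substrate only without enzyme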
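Assay system: isolated STEP enzyme / Timing: 20 min at room temperature, dark / Doses: 20 µM, 1% DMSO / Technique: fluorescence intensity, excitation 480 nm, emission 540 nm / Reagent: fluorogenic phosphatase substrate OMFP at 25 µM final / Measure: percent inhibition scaled to no-enzyme and uninhibited-enzyme controls, plate-pattern corrected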
SUMO1-SIM PPI – SUMO1-SIM interaction modulation; 0.33% of 360,000 active; AID 602429; P63165; inhibition, % at 20 µM; SUMO1 binding to a labelled peptide, TR-FRET, 1 h; in the data active = inhibition above about 37%
Tb MetRS inh – blocks T. brucei methionyl-tRNA synthetase activity | 0.4% of 360,000 active | inhibition, % at 11.9 µM | AID 624268 | purified T. brucei MetRS, ATP depletion, Kinase-Glo luminescence;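 active = inhibition above a per-plate cutoff of the control wells' mean inhibition plus 3 SD, cut at about 5.5% in these data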;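 note: 0% = DMSO wells median and 100% = median of wells with control inhibitor compound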
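System: purified T. brucei MetRS enzyme / Detection: Kinase-Glo luciferase luminescence reporting remaining unconsumed ATP / Medium: HEPES buffer with MgCl2, KCl, DTT, spermine, BSA, pyrophosphatase / Replication: singlicate, one well per compound / Evaluation: percent inhibition relative to median high and low control wells / Schedule: 2 h aminoacylation at 25 °C after 15 min preincubation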
PABP1 MLLE inh – inhibitors of microRNA-mediated deadenylation, human PABP1 MLLE binding; inhibition, % at 20 µM; 0.36% of 360,000 active; GST-MLLE / FITC-PAM2 fluorescence polarization; in the data active = inhibition above about 35%, passing the limit was not always enough;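 note: plate controls were DMSO wells with GST-MLLE for no effect and wells lacking GST-MLLE protein for full effect; some results filed as inactive read as strong as hits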
Target sequence (P11940 whole entry, looked up): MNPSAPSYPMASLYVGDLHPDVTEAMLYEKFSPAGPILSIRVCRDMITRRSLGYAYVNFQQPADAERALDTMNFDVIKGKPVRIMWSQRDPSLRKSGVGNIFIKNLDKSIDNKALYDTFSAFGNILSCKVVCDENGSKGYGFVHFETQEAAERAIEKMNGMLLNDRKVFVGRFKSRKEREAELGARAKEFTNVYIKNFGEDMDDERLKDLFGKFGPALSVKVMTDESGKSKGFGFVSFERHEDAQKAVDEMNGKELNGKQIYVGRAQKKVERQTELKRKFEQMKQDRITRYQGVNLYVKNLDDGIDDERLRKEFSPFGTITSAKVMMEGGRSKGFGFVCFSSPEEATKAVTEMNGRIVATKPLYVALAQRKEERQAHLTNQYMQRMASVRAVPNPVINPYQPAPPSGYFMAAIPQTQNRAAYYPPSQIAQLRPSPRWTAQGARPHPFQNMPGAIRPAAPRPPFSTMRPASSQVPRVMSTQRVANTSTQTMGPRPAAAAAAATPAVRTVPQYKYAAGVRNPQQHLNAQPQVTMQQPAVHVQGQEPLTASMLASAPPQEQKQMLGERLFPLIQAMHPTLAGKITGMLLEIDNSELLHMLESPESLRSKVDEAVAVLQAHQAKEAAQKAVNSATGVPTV
Scp1 inh – blocks human Scp-1 phosphatase activity; inhibition, % at 20 µM; Q9GZU7; AID 493091; 0.88% of 340,000 active; Recombinant Scp1, phosphopeptide, malachite green phosphate absorbance;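 active = inhibition above about 50% at 20 µM, limit read from the data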;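 note: plate controls were DMSO wells with enzyme for no effect and wells lacking enzyme for full effect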
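System: truncated SCP-1 phosphatase (76-261aa); medium: Tris acetate buffer pH 5.5 with MgCl2 and Tween-20; incubation: 45 min room-temperature reaction, 5 min colour, 30 min stabiliser; compound: single 20 µM dose, 1% DMSO; reagent: Phosphorylated 17-residue peptide substrate; read-out: % inhibition at 20 µM; technique: colorimetric free-phosphate detection, absorbance 630 nm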
NadD inh – inhibitors of Staphylococcus aureus NadD; purified NadD enzyme, colorimetric absorbance read-out; inhibition, % at 20 µM; 0.78% of 360,000 active; in the data active = inhibition above about 26%; note: some compounds past the cut are filed as inactive
LMPTP inh – blocks human LMPTP phosphatase | P24666 | recombinant LMPTP-A, OMFP fluorogenic substrate, fluorescence intensity | inhibition, % at 20 µM | 0.22% of 360,000 active | AID 651560;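 active = compounds that cut the enzyme signal by at least half of the control window in the single-dose screen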;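 note: plate controls were DMSO wells with enzyme plus substrate for no effect and substrate without enzyme for full effect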
Target sequence (P24666 whole entry, looked up): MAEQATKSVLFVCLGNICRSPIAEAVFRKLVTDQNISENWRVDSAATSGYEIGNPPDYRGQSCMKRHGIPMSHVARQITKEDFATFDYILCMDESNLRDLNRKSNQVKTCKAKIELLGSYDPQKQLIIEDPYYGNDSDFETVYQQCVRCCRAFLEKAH
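Assay system: LMPTP-A enzyme. Input: 0.625 nM LMPTP-A final. Probe or stimulus: 400 µM OMFP. Compound dosing: single 20 µM dose. Schedule: 50 min dark incubation at room temperature. Detection: fluorescence intensity of OMFP turnover product. Read-out: percent inhibition versus substrate-only and uninhibited controls. Benchmarks: no-enzyme low control, uninhibited high control.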
DNMT1 block – DNMT1 (human) enzyme inhibition; AID 588458; 0.83% of 360,000 active; P26358; inhibition (reported as % activation of signal), % at 10 µM; DNMT1 molecular beacon, Hinp1I cleavage, fluorescence; in the data active = inhibition above about 50%
CSN deneddyl inh – CSN deneddylation inhibition | Q92905 | Purified CSN, SCF-Nedd8-OG deneddylation, fluorescence polarization | inhibition, % at 12.5 µM | 0.38% of 360,000 active;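 active = pattern-corrected inhibition above about 35%, with an unprinted fluorescence ratio check between 0.5 and 1.5, limit read from the data, passing the limit was not always enough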;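 note: 0% = enzyme with substrate and 100% = substrate without enzyme; some results filed as inactive read as strong as hits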
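Material: purified human Csn5 enzyme expressed in HEK293T cells / Medium: Tris buffer pH 7.5, NaCl, DTT, Tween-20, trehalose, ovalbumin / Compound dosing: 12.5 µM single point / Schedule: 90 min incubation of compound, enzyme and substrate at room temperature / Signal: fluorescence polarization of the substrate / Control set: no-enzyme wells high, enzyme-with-substrate wells low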
Rpn11 block – blocks the human proteasome subunit Rpn11. O00487. 0.59% of 360,000 active. human 26S proteasome, Ub4-pepOG fluorescence polarization; 20S core pre-blocked with epoxomicin. calls only at 20 µM;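 active = inhibition at 20 µM, scaled to each plate's controls, above about 33%, limit read from the data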
Target sequence (O00487 whole entry, looked up): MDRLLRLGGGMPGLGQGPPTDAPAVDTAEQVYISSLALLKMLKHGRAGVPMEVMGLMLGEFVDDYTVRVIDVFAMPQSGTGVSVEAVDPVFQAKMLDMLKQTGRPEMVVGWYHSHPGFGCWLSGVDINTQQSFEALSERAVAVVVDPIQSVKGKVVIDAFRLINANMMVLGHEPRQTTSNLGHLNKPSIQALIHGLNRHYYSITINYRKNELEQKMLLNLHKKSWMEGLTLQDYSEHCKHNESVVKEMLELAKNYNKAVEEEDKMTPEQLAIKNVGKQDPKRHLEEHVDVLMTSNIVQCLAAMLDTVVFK
Starred values were filed as active, the others as inactive; i = inactive; / = no result given. This is a random part of the collection, and some 3.6% of all compounds hit somewhere here.

Every second line gives: STEP inh	SUMO1-SIM PPI	Tb MetRS inh	PABP1 MLLE inh	Scp1 inh	NadD inh	LMPTP inh	DNMT1 block	CSN deneddyl inh	Rpn11 block
1. O=C(NC1CCCCC1)c1ccc(-c2ccc(Cl)cc2)o1
  2	6	-0.1	10	-5	1	2.4	6	1	i
2. CCOC(=O)CSc1nc(N)c(C#N)cc1C#N
  -2	9	-0.1	-8	-2	-2	-1.0	1	-1	i
3. CCCc1nnc(SCC(=O)N2CCOCC2)n1CC1CCCO1 (stereo not given)
  -4	-1	-0.4	15	0	-9	-1.3	5	6	i
4. O=C(COC(=O)CCc1ccccc1)Nc1ccccc1OC(F)F
  -2	-3	-0.8	-11	-7	-7	0.0	0	-5	i
5. O=C(Nc1ccccc1)c1ccc(NCC2CCCO2)c([N+](=O)[O-])c1 (stereo not given)
  3	-26	-0.5	-1	-8	-5	-2.6	5	1	i
6. CCC(C)/C(C)=N/NC(=O)c1ccc(CSc2nc3ccccc3s2)cc1 (stereo not given)
  -1	6	-1.3	6	-4	12	-1.2	-6	-4	i
7. Cc1ccc(C(C(=O)NC2CCCC2)N2CCc3ccccc32)cc1 (stereo not given)
  2	3	-0.5	0	-6	7	0.0	3	1	i
8. O=C(CN1CCN(Cc2ccccc2Cl)CC1)N=Nc1c(O)[nH]c2ccccc12
  0	-22	0.5	-1	-5	-4	0.3	-5	-19	i
9. C/C(=N\OCC(=O)Nn1c(C)nc2ccccc2c1=O)c1cccs1
  -2	3	-0.1	-3	1	-4	-1.2	1	3	i
10. Cc1nc2cc(NC(=O)NCc3ccco3)ccc2n1C
  -2	-1	-0.4	-9	-6	-8	-0.1	1	1	i
11. Cc1ccc(C(=O)Nc2nc(C(N)C(C)C)cs2)cc1 (stereo not given)
  4	9	-0.2	-8	/	-4	-0.6	5	-2	i
12. CC(C)(C)n1nnnc1C(c1ccccc1)N1CCN(C(=O)c2ccco2)CC1 (stereo not given)
  /	3	-1.3	/	/	-5	0.0	/	-1	/
13. COCc1cc(C)n(CC(=O)N2CCCC2)c(=O)c1C#N
  -2	-4	-0.3	0	3	1	-2.2	1	1	i
14. COc1ccc(Cl)cc1N(CC(=O)Nc1cccc(SC)c1)S(C)(=O)=O
  -2	-2	-0.2	-8	-11	2	0.4	-9	4	i
15. COc1cc(N)c(Cl)cc1C(=O)OCC(=O)N(C)C1CCCCC1
  -1	3	-0.2	-7	-6	-2	-0.1	6	-1	i
16. Cc1cc(C)c(C)c(S(=O)(=O)NCc2ccncc2)c1C
  -2	6	-0.5	-5	-7	-3	-1.1	1	-1	i
17. CCOC(=O)C1CCN(C(=O)COC(=O)c2nc3nc(C)cc(C)n3n2)CC1
  1	-4	-0.1	2	0	-2	1.8	-1	2	i
18. CCc1ccccc1NC(=O)COC(=O)C1C2CC3OC(=O)C1C3C2 (stereo not given)
  1	0	0.1	-15	-3	2	-0.2	2	-2	i
19. Cc1ccc(/C=C2/C(=N)N3N=C(CC(=O)N4CCCC4)SC3=NC2=O)cc1
  3	-3	0.0	-10	-4	5	-1.0	4	11	i
20. CCc1nn(CC(=O)N2CCN(CC)CC2)c(=O)c2cc3sccc3n12
  0	0	1.3	0	18	-2	-0.3	-1	-1	i
21. Cc1cccc(OCCC(=O)OCC(=O)Nc2c(C)nn(-c3ccccc3)c2C)c1
  -2	6	-0.2	-16	-6	-1	1.0	-5	13	i
22. C=CCn1c(=NC(=O)c2ccc(S(=O)(=O)N3CCCC3)cc2)sc2cc(NC(C)=O)ccc21
  0	2	0.7	-28	3	-2	4.8	58*	10	i
23. CCCc1c(C(=O)Nc2ccc(F)cc2F)cnn1-c1ccccc1
  -1	5	0.3	8	-8	5	-0.3	0	-2	i
24. CC1(C)CC(=O)C(N=Nc2c(F)cccc2F)=C(O)C1
  -1	-32	0.1	-4	-7	1	-1.3	-2	1	i
25. Cc1ccc2nc(-c3ccc(Br)cc3)cn2c1
  0	-3	0.2	-7	-4	-3	1.2	3	-3	i
26. O=C(COC(=O)c1ccc(O)cc1)c1ccc2c(c1)OCCO2
  0	3	-0.6	13	-6	-5	0.3	-1	1	i
27. S=C(Nc1ccccc1)N1CCN(Cc2ccccc2)CC1
  1	4	0.3	-93	-4	1	-0.7	2	-5	i
28. CC(C)[C@@H](C(=O)O)N(Cc1cccc(CN([C@H](C(=O)O)C(C)C)S(C)(=O)=O)c1)S(C)(=O)=O
  -2	-2	-0.3	8	-5	0	-2.1	4	-1	i
29. COCCNC(=O)CN(C(=O)Cn1nnc2ccccc21)c1ccc(C)cc1
  0	2	-0.5	-1	-14	-2	-0.4	7	2	i
30. O=C(Nc1cc(S(=O)(=O)N2CCCCCC2)ccc1OCC(F)(F)F)c1ccc(=O)[nH]c1
  -4	2	-0.1	-15	2	4	-1.0	6	-3	i
31. O=C(c1ccccc1)c1c[nH]c(C(=O)NNc2cccc(Cl)n2)c1
  -1	3	0.3	-27	-6	-4	-0.5	0	0	i
32. Cn1c(=O)c2c(-c3ccccc3)n(Cc3ccccn3)cc2n(C)c1=O
  2	-4	-0.3	5	-4	-5	0.0	-1	4	i
33. C[C@@H]1CN([C@@H](C)CO)C(=O)CCCn2cc(nn2)CO[C@H]1CN(C)C(=O)CCCN(C)C
  2	4	-0.3	-7	/	7	-4.6	1	1	i
34. O=C(CSc1nnc(-c2ccc(Br)cc2)o1)Nc1cccc(C(=O)O)c1
  3	4	-0.3	-113	0	-3	-0.2	1	-1	i
35. CN(C(=O)c1ccccc1C(=O)OCC(=O)c1ccccc1)c1ccccc1
  -3	-19	0.2	5	-14	-9	-8.7	2	-5	i
36. Cc1c(C(=O)Nc2cccc(S(=O)(=O)N3CCOCC3)c2)oc2ccccc12
  1	-10	-0.1	-13	-15	-6	-1.7	-2	-3	i
37. N=C1SCC(=O)N1/N=C/c1ccccc1
  5	1	-0.8	-8	-5	-1	-1.6	2	0	i
38. Cc1cc(OCC(=O)OCC(=O)Nc2ccc(Cl)cn2)ccc1Cl
  -4	-1	0.0	-11	-1	0	1.8	-5	-5	i
39. O=C(NCc1ccc(Cl)cc1)C1CCN(S(=O)(=O)c2ccccc2)CC1
  -2	1	-0.9	9	-3	-9	-1.5	0	-4	i
40. O=C(CSc1nc(O)cc(=O)[nH]1)N1CCCc2ccccc21
  0	6	0.4	23	0	1	-4.7	-4	-2	i
41. COc1ccc(C2CC=C(C(C)=O)CN2S(=O)(=O)c2ccc(C)cc2)cc1 (stereo not given)
  1	4	0.1	-9	/	-7	0.5	-3	1	i
42. CCc1nc2ccc(C(=O)Nc3ccc(NC(C)=O)cc3)cn2c1N(CCC(C)C)CCN(C)C
  -3	-2	-0.2	-10	/	-1	0.4	1	-5	i
43. Cc1ccc(S(=O)(=O)CCC(O)c2ccc(Cl)cc2)cc1 (stereo not given)
  2	-3	-0.5	3	-7	-3	0.7	-4	2	i
44. NC(=O)NOCc1c(Cl)cccc1Cl
  0	-1	0.1	4	-8	0	-0.4	-1	-3	i
45. CCN1CCCC1CNC(=O)CCc1nc(-c2ccc(C)cc2)no1 (stereo not given)
  4	3	-0.7	-7	1	-3	0.0	2	-5	i

Entries above that contain bromine (two):
Every second line gives: STEP inh	SUMO1-SIM PPI	Tb MetRS inh	PABP1 MLLE inh	Scp1 inh	NadD inh	LMPTP inh	DNMT1 block	CSN deneddyl inh	Rpn11 block
25. Cc1ccc2nc(-c3ccc(Br)cc3)cn2c1
  0	-3	0.2	-7	-4	-3	1.2	3	-3	i
34. O=C(CSc1nnc(-c2ccc(Br)cc2)o1)Nc1cccc(C(=O)O)c1
  3	4	-0.3	-113	0	-3	-0.2	1	-1	i

Further entries follow.
Every second line gives: STEP inh	SUMO1-SIM PPI	Tb MetRS inh	PABP1 MLLE inh	Scp1 inh	NadD inh	LMPTP inh	DNMT1 block	CSN deneddyl inh	Rpn11 block
46. O=C(Nc1cccc(O)c1)c1cccc(NC(=O)c2cccs2)c1
  -2	6	0.3	8	-9	-6	1.0	-4	1	i
47. COc1ccc(CN(CC(=O)NC(C)C)C(=O)CCC(=O)Nc2nccs2)cc1
  1	2	-0.3	-4	-3	7	1.7	3	1	i
48. COC(=O)C(C)Oc1ccc2c(-c3cccc([N+](=O)[O-])c3)cc(=O)oc2c1 (stereo not given)
  -1	-26	-0.6	-12	-7	-2	-1.7	-1	1	i
49. Cc1ccc(C)c(C(=O)C(C)Sc2nc3nn(-c4ccccc4)c(=O)c-3c3n2CCCCC3)c1 (stereo not given)
  1	-7	-0.6	5	-11	5	7.1	-2	-5	i
50. COC(=O)N/N=C\c1cccc(OC(=O)c2cccs2)c1
  0	-7	-0.5	1	-9	-4	-0.7	-1	0	i
51. Cc1ccc(S(=O)(=O)NCc2ccc(C(=O)N3CCCC3)cc2)cc1
  -5	1	0.5	-1	-4	-5	-0.9	1	4	i
52. O=C1CCC(=O)N1CC(O)COc1ccccc1 (stereo not given)
  -1	3	-0.6	-7	-4	-6	-1.4	1	-1	i
53. Cn1cccc1C(=O)/C(C#N)=C/c1ccc(F)cc1
  0	-11	-0.1	-100	-9	-1	1.4	0	29	/
54. COc1ccc(NC(=O)CSc2nc(O)cc(=O)n2-c2ccccc2OC)cc1
  2	-2	0.1	10	-9	-1	0.8	2	0	i
55. CC(C)NCC(O)c1ccc(NS(C)(=O)=O)cc1 (stereo not given)
  -2	0	-0.8	3	-6	-8	-1.4	-1	-3	i
56. COc1ccc(Cl)cc1NC(=O)COC(=O)CCCN1C(=O)c2ccccc2C1=O
  0	-7	-0.6	-11	-11	-6	1.1	-4	-4	i
57. O=C(COc1ccc2ccccc2c1)Nc1ccncc1
  1	0	-0.6	10	1	-4	-0.5	0	-1	i
58. O=C(/C=C/c1ccccc1)Nc1ccc(N2CCCCC2)cc1
  -2	21	-0.1	-2	0	-3	0.9	-2	1	i
59. CCc1ccc2[nH]c(=O)c(CN(CCO)C(=O)NCc3ccccc3)cc2c1
  4	-2	-0.1	1	3	-7	-0.6	-1	4	i
60. Cc1ccc(N2CSC3=C(C#N)C(c4cccs4)CC(=O)N3C2)cc1 (stereo not given)
  7	6	0.2	-30	33	31*	1.5	10	25	i

High-throughput results: PubChem, several laboratories
